# Bioassay records as filed in PubChem.
# U2OS ROS induce: raises reactive oxygen species in U2OS cancer cells; U2OS ROS induction, H2DCF-DA fluorescence; ROS induction (% of piperlongumine), % at 10 µM; 2% of 46,000 active; in the data active = ROS induction above about 79%, passing the limit was not always enough; inconclusive = no clear call, values can overlap the other calls;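 note: 0% = DMSO vehicle median and 100% = reference compound median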
# Active calls of the source: *; ? = inconclusive. A portion of the library; count on the stated rates, not on these rows.
SMILES,U2OS ROS induce
COc1ccc(NC(=O)N(C)C[C@@H]2Oc3ccc(NS(C)(=O)=O)cc3CC(=O)N([C@H](C)CO)C[C@@H]2C)cc1,3
COc1cc(NS(=O)(=O)c2c(C)oc3c(F)c(F)c(F)c(F)c23)cc(OC)c1OC,-20
CCC1(c2ccccc2)NC(=O)N(C)C1=O (stereo unspecified),-6
C[C@@H]1CN([C@@H](C)CO)C(=O)Cc2cc(NC(=O)Nc3ccccc3)ccc2O[C@@H]1CN(C)C(=O)Nc1ccc(F)cc1,-9
CC(C)NC(=O)Nc1cccc2c1O[C@H](CN(C)Cc1ccc(C(=O)O)cc1)[C@H](C)CN([C@H](C)CO)C2=O,15
CC(C)NC(=O)Nc1ccc2c(c1)CC(=O)N([C@H](C)CO)C[C@@H](C)[C@H](CN(C)S(=O)(=O)c1ccc(Cl)cc1)O2,0
C[C@H]1CN([C@@H](C)CO)C(=O)Cc2cc(NC(=O)Nc3ccc4c(c3)OCO4)ccc2O[C@H]1CN(C)C(=O)Nc1ccc(C(F)(F)F)cc1,5
C=CCNc1ncnc2c1c(-c1ccccc1)cn2-c1cccc(C)c1,39
CC(C)c1nnc(NC(=O)CC(NC(=O)c2ccccc2)c2ccccc2)s1 (stereo unspecified),-8
Cc1cc(Cl)ccc1N(CC(=O)Nc1cc(Cl)cc(Cl)c1)S(C)(=O)=O,0
Cc1noc(C)c1NC(=O)N(C)C[C@H]1OCc2cnnn2CCCC(=O)N([C@H](C)CO)C[C@H]1C,-20
Cc1cc(C)cc(NC(=O)CN2C=NS(=O)(=O)c3ccccc32)c1,-6
Cc1ccc(S(=O)(=O)N(C)C[C@@H]2OCc3cnnn3CCCC(=O)N([C@H](C)CO)C[C@@H]2C)cc1,2
C[C@H]1CN([C@@H](C)CO)C(=O)Cc2cc(NC(=O)C3CC3)ccc2O[C@H]1CN(C)S(C)(=O)=O,24
COc1ccc(S(=O)(=O)Nc2ccc3c(c2)C(=O)N([C@H](C)CO)C[C@H](C)[C@H](CN(C)S(=O)(=O)c2ccccc2)OCCCC[C@@H](C)O3)cc1,62
COC(CNC(=O)c1cc2c(s1)-c1ccccc1OC2)OC,-13
CC(Sc1ncnc2sc3c(c12)CCCC3)C(=O)Nc1ccc(Br)cc1 (stereo unspecified),-1
C[C@H]1CN([C@@H](C)CO)C(=O)Cc2cc(NC(=O)CCN3CCOCC3)ccc2O[C@H]1CN(C)C(=O)Nc1ccccc1,-4
O=C(Cc1ccccc1)NCCN1CCOCC1,-11
COc1ccc(CN(C)C[C@@H]2Oc3c(NS(=O)(=O)c4ccc(Cl)cc4)cccc3C(=O)N([C@@H](C)CO)C[C@@H]2C)cc1,-3

# Another view of some results above:
molecule | U2OS ROS induce
CC(C)c1nnc(NC(=O)CC(NC(=O)c2ccccc2)c2ccccc2)s1 (stereo unspecified) | -8
Cc1cc(Cl)ccc1N(CC(=O)Nc1cc(Cl)cc(Cl)c1)S(C)(=O)=O | 0
Cc1noc(C)c1NC(=O)N(C)C[C@H]1OCc2cnnn2CCCC(=O)N([C@H](C)CO)C[C@H]1C | -20
Cc1cc(C)cc(NC(=O)CN2C=NS(=O)(=O)c3ccccc32)c1 | -6
Cc1ccc(S(=O)(=O)N(C)C[C@@H]2OCc3cnnn3CCCC(=O)N([C@H](C)CO)C[C@@H]2C)cc1 | 2
C[C@H]1CN([C@@H](C)CO)C(=O)Cc2cc(NC(=O)C3CC3)ccc2O[C@H]1CN(C)S(C)(=O)=O | 24
COc1ccc(S(=O)(=O)Nc2ccc3c(c2)C(=O)N([C@H](C)CO)C[C@H](C)[C@H](CN(C)S(=O)(=O)c2ccccc2)OCCCC[C@@H](C)O3)cc1 | 62
COC(CNC(=O)c1cc2c(s1)-c1ccccc1OC2)OC | -13
CC(Sc1ncnc2sc3c(c12)CCCC3)C(=O)Nc1ccc(Br)cc1 (stereo unspecified) | -1
C[C@H]1CN([C@@H](C)CO)C(=O)Cc2cc(NC(=O)CCN3CCOCC3)ccc2O[C@H]1CN(C)C(=O)Nc1ccccc1 | -4
O=C(Cc1ccccc1)NCCN1CCOCC1 | -11
COc1ccc(CN(C)C[C@@H]2Oc3c(NS(=O)(=O)c4ccc(Cl)cc4)cccc3C(=O)N([C@@H](C)CO)C[C@@H]2C)cc1 | -3

# New compounds follow
SMILES,U2OS ROS induce
CCCN(C)C[C@@H]1Oc2ncc(C#CCN(C)C)cc2C(=O)N([C@H](C)CO)C[C@@H]1C,-1
C[C@H](CO)N1C[C@H](C)[C@H](CN(C)Cc2ccc(C(=O)Nc3ccccc3N)cc2)Oc2c(NC(=O)Nc3ccc4c(c3)OCO4)cccc2C1=O,-4
C[C@@H]1CN([C@@H](C)CO)C(=O)c2cccc(NS(=O)(=O)c3ccc(F)cc3)c2O[C@@H]1CN(C)S(=O)(=O)c1ccccc1,-9
C[C@@H]1CN([C@H](C)CO)C(=O)c2cccc(NC(=O)C3CC3)c2O[C@H]1CN(C)Cc1ccc(Oc2ccccc2)cc1,62
O=S(=O)(c1ccc(OC(F)(F)F)cc1)N1CCNCC1,-6
CC(C)NC(=O)N(C)C[C@@H]1Oc2c(NS(=O)(=O)c3ccc(Cl)cc3)cccc2C(=O)N([C@@H](C)CO)C[C@@H]1C,6
CS(=O)(=O)N(CC(=O)Nc1cc(Cl)ccc1Oc1ccccc1)C1CCCCC1,15
C[C@@H]1CN([C@H](C)CO)C(=O)c2cccc(NS(=O)(=O)c3ccc(Cl)cc3)c2O[C@@H]1CN(C)S(=O)(=O)c1ccccc1,-14
C[C@@H]1CN([C@@H](C)CO)C(=O)CCCn2nncc2CO[C@@H]1CN(C)S(=O)(=O)c1ccc(Cl)cc1,-3
CCOc1ccccc1NC(=O)N1CCOc2ccc(C)cc21,16
O=C(OCc1nc2ccccc2[nH]1)C12CC3CC(CC(C3)C1)C2,-2
C[C@@H]1CN([C@H](C)CO)C(=O)c2cc(N(C)C)ccc2O[C@H]1CN(C)Cc1ccc2c(c1)OCO2,?
CC(C)NC(=O)c1cc2n(n1)C(C(F)(F)F)CC(c1cccs1)N2 (stereo unspecified),-7
Cc1ccc(S(=O)(=O)N(C)C[C@@H]2Oc3c(NS(C)(=O)=O)cccc3C(=O)N([C@@H](C)CO)C[C@@H]2C)cc1,-6
COC(=O)CCCCCCC(=O)N/N=C/c1ccc(CO)o1,10
C[C@@H]1CCCCO[C@H](CN(C)CC2CCCCC2)[C@@H](C)CN([C@H](C)CO)C(=O)c2cc(NC(=O)Nc3ccc4c(c3)OCO4)ccc2O1,21
CCOC(=O)c1ccc(Oc2nc(NC(C)(C)C)nc(N(C)C)n2)cc1,59
C[C@H]1CN([C@@H](C)CO)C(=O)Cc2cc(NC(=O)CCN3CCOCC3)ccc2O[C@@H]1CN(C)S(=O)(=O)c1cn(C)cn1,-11
C[C@@H]1CCCCO[C@@H](CN(C)C(=O)Nc2ccc(F)cc2)[C@@H](C)CN([C@H](C)CO)C(=O)c2cc(NS(=O)(=O)c3ccccc3)ccc2O1,13
CNN1C(=O)c2cccc3cccc(c23)C1=O,1
C[C@@H]1CN([C@H](C)CO)C(=O)Cc2cc(NC(=O)Nc3ccccc3)ccc2O[C@@H]1CN(C)S(C)(=O)=O,2
O=C(CSc1nc2ccccc2[nH]1)Nc1ccc(Br)cc1F,-17
C[C@H]1CN([C@@H](C)CO)C(=O)c2cc(NC(=O)c3ccncc3)ccc2O[C@H]1CN(C)S(C)(=O)=O,-2
CC(C)[C@@H]1CC[C@@H](C)C[C@H]1OC(=O)c1ccccc1,7
COc1cccc2c1N(C(C)=O)C1CC(C)CCC1C2(C)C (stereo unspecified),1
OCc1noc(-c2ccc(Cl)c(Cl)c2)n1,2
COc1ccc(CN(C)C[C@@H]2Oc3ccc(NS(=O)(=O)c4ccc(C)cc4)cc3CC(=O)N([C@H](C)CO)C[C@@H]2C)cc1,16
Cc1noc(C)c1S(=O)(=O)Nc1ccc2c(c1)CC(=O)N([C@H](C)CO)C[C@@H](C)[C@H](CN(C)Cc1ccc(C(F)(F)F)cc1)O2,33
O[C@H]1[C@H]2c3cc4c(cc3CN3CCC(=C[C@@H]1O)[C@H]23)OCO4,-1
C[C@H](CO)N1C[C@H](C)[C@@H](CN(C)C(=O)Nc2ccc(C(F)(F)F)cc2)Oc2c(NC(=O)C3CCOCC3)cccc2C1=O,1
C[C@@H]1CN([C@H](C)CO)C(=O)c2cc(NC(=O)Nc3ccc(F)cc3)ccc2O[C@@H]1CN(C)Cc1ccc(C(=O)Nc2ccccc2N)cc1,11
C[C@H](CO)N1C[C@H](C)[C@H](CN(C)S(=O)(=O)c2cn(C)cn2)Oc2c(NC(=O)Nc3cccc4ccccc34)cccc2C1=O,-2
Cc1ccc(N(C(C)C(=O)Nc2ccc(F)c(Cl)c2)S(C)(=O)=O)cc1C (stereo unspecified),-5
C[C@H]1CN([C@@H](C)CO)C(=O)c2cccc(NC(=O)Nc3ccc4c(c3)OCO4)c2O[C@@H]1CN(C)Cc1ccccc1,10
O=C(COc1ccc2ccccc2c1Br)Nc1ncn[nH]1,-10
CC(=O)N1N=C(C)CC1c1ccc(OCc2ccccc2)cc1 (stereo unspecified),1
Cc1c(S(=O)(=O)c2ccc(Cl)cc2)csc1C(=O)NC1CCN(Cc2ccccc2)CC1,5
CCOC(=O)c1oc(C(=O)OCC)c(O)c1O,22
CC(C)NC(=O)N(C)C[C@H]1Oc2ccc(NC(=O)CCN3CCOCC3)cc2CC(=O)N([C@H](C)CO)C[C@H]1C,4
COC(=O)C1=C(Nc2ccc(OC(=O)c3cccc(C(F)(F)F)c3)cc2)CSC1,58
Cc1cc(I)ccc1NC(=O)CN(c1ccc(F)c(Cl)c1)S(C)(=O)=O,29
CCOc1ccc(CCNC(=O)Nc2ccc3snnc3c2)cc1,7
C[C@@H]1CN([C@H](C)CO)C(=O)c2cccc(NS(=O)(=O)c3cccs3)c2O[C@H]1CN(C)Cc1ccc(C(=O)O)cc1,-1
Cc1ccc(S(=O)(=O)NN2C(=O)S/C(=C/c3ccccc3)C2=S)cc1,16
CCOC(=O)Nc1ccc2c(c1)N(C(=O)CCN(C)C)c1ccccc1S2,18
C[C@@H]1CN([C@H](C)CO)C(=O)c2cccc(NS(=O)(=O)c3cccs3)c2O[C@@H]1CN(C)C(=O)Nc1cccc2ccccc12,-10
C[C@H]1CN([C@@H](C)CO)C(=O)c2cc(NC(=O)Nc3ccc(F)cc3)ccc2O[C@@H]1CN(C)Cc1ccc(C(F)(F)F)cc1,-4
C[C@H](CO)N1C[C@H](C)[C@H](CN(C)Cc2ccccc2)Oc2c(NS(=O)(=O)c3ccccc3)cccc2C1=O,-9
COC(=O)C1=CC(C(=O)c2ccccc2)=NN(c2ccccc2)C1C(=O)OC (stereo unspecified),38
c1ccc(-c2nc(C34CC5CC(CC(C5)C3)C4)cs2)cc1,2
# Next part:
SMILES,U2OS ROS induce
O=C(c1ccc2c(c1)sc1nc(-c3ccccc3)cn12)N1CCCCC1,20
Cc1ccc(S(=O)(=O)N(C)C[C@@H]2Oc3ccc(NC(=O)Cn4cnnn4)cc3C(=O)N([C@H](C)CO)C[C@@H]2C)cc1,16
C[C@H]1CN([C@@H](C)CO)C(=O)c2cc(NC(=O)Cc3cn(C)c4ccccc34)ccc2O[C@@H]1CN(C)Cc1ccc(C(=O)O)cc1,12
C[C@@H]1CN([C@H](C)CO)C(=O)Cc2cc(NS(=O)(=O)c3ccc(F)cc3)ccc2O[C@H]1CN(C)Cc1ccc(C(=O)Nc2ccccc2N)cc1,-8
COc1ccc(OCC(=O)Nc2cc(-c3nnc(OC)c4ccccc34)ccc2N2CCCCC2)cc1,6
C[C@@H]1CN([C@H](C)CO)C(=O)c2cc(NS(=O)(=O)c3ccc(F)cc3)ccc2O[C@@H]1CN(C)Cc1ccc(C(=O)Nc2ccccc2N)cc1,28
O=C(c1cc(Br)cc2c1OCC2)N1CCCCC1,4
CCn1c(C(=O)N2CCC(C(=O)NCc3ccccc3)CC2)cc2sccc21,4
CC(=O)Nc1cccc(NC(=O)c2cc(-c3ccccn3)nc3ccc(Cl)cc23)c1,-14
C[C@H]1CN([C@@H](C)CO)C(=O)Cc2cc(N(C)C)ccc2O[C@H]1CN(C)Cc1ccc(C(=O)O)cc1,-8
C[C@@H]1CN([C@H](C)CO)C(=O)c2cccc(NC(=O)c3cnccn3)c2O[C@H]1CN(C)S(=O)(=O)c1ccccc1,1
CCOC(=S)Nc1ccc(I)cc1,7
Cc1ccc(-c2nc3c(c(SCC(=O)Nc4cccc(C(F)(F)F)c4)n2)COC(C)(C)C3)cc1,-2
COc1cccc(NC(=O)N(C)C[C@@H]2OCc3cnnn3CCCC(=O)N([C@@H](C)CO)C[C@H]2C)c1,-28
C[C@H](CO)N1C[C@H](C)[C@H](CN(C)Cc2ccc(-c3ccccc3)cc2)Oc2ccc(NC(=O)CCN3CCOCC3)cc2CC1=O,-8
C[C@@H]1CN([C@@H](C)CO)C(=O)c2cccc(NC(=O)Nc3cccc4ccccc34)c2O[C@H]1CN(C)S(=O)(=O)c1cn(C)cn1,-5
C[C@@H]1CN([C@@H](C)CO)C(=O)c2cccc(NC(=O)c3cnccn3)c2O[C@H]1CN(C)C(=O)NC1CCCCC1,1
C[C@@H]1CN([C@@H](C)CO)C(=O)c2cccc(NC(=O)Nc3ccc(C(F)(F)F)cc3)c2O[C@@H]1CN(C)S(=O)(=O)c1cccs1,19
COc1ccc(C)cc1N(CC(=O)O)S(=O)(=O)c1ccc(C)cc1,-4
COc1ccc(S(=O)(=O)N(C)C[C@H]2Oc3ccc(NC(=O)Cc4cn(C)c5ccccc45)cc3C(=O)N([C@H](C)CO)C[C@@H]2C)cc1,13
CC(C)n1c(/C=C/[C@H](O)C[C@H](O)CC(=O)O)c(-c2ccc(F)cc2)c2ccccc21,-10
CC[C@H](CO)Nc1nc(NCc2ccccc2)c2ncn(C(C)C)c2n1,7
C[C@@H]1CN([C@H](C)CO)C(=O)c2cccc(N(C)C)c2O[C@H]1CN(C)S(=O)(=O)c1cccs1,-9
